Compound activity (PubChem BioAssay)
D1 antagonist – antagonists of human D1 dopamine receptor | HEK293 TREx D1 cells, calcium flux, dopamine EC80; active compounds read low | activity change, negative = inhibition, % at 10 µM | 360,000 tested, 3.2% active | P21728; in the data active = activity change below about -30%; also: % is scaled to controls: 0 for no effect and ±100 for the full control effect
Target sequence (P21728 whole entry, looked up): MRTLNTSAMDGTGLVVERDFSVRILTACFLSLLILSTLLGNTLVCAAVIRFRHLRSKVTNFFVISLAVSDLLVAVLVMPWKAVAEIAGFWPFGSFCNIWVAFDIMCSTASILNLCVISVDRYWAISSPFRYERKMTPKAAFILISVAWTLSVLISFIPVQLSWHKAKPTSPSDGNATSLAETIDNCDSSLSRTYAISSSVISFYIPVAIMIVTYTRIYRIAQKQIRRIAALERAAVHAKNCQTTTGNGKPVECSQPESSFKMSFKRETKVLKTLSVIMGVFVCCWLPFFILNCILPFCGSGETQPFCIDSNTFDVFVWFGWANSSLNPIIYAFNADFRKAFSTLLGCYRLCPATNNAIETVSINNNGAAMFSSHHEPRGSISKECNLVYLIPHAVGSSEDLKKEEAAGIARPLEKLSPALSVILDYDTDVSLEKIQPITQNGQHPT
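Kinetic fluorescence of a calcium dye serves as the read-out. D1-expressing Hek293 Trex cells, induced overnight at 30 C, are exposed to compound for 180 s before an EC80 dopamine addition, then read 180 s further.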
D1 ag – human D1 receptor agonism; activation, % at 2 µM; 360,000 tested, 1% active; P21728; HEK293 T-REx D1 cells, calcium flux, agonist mode; in the data active = activation above about 30%; also: 0% is about no effect
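Tetracycline-induced HEK293 TREx D1 cells, force-coupled to calcium signalling, were dye-loaded with a no-wash calcium kit. Compound was pin-added after a 10 s baseline. Fluorescence was read kinetically at 1 cycle/s for 180 s, with calcium rises flagged as agonism.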
D1 PAM – potentiators of human D1 dopamine receptor. P21728. HEK293 TREx D1 cells, calcium flux, dopamine EC20 potentiation. potentiation, % at 10 µM. 360,000 tested, 0.036% active. AID 504651; in the data active = potentiation above about 30%; also: 0% is about no effect
D2 antag – D2 dopamine receptor (human) antagonism | inhibition, % at 10 µM | HEK293 TREx D2 cells, calcium flux, dopamine EC80 | 340,000 tested, 2% active | AID 485344; in the data active = inhibition above about 30%; also: 0% is about no effect
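Inhibition of EC80 dopamine-driven calcium flux, recorded kinetically, defines activity here; cells are a tetracycline-induced HEK293 T-REx line expressing force-coupled D2.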
D2 agonist – agonists of human D2 dopamine receptor | 340,000 tested, 0.53% active | HEK293 T-REx D2 cells, calcium flux agonist mode | activation, % at 2 µM;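 active = activation over 3 SD above normal in the single-dose calcium agonist read, cut at about 30% in these data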; also: 0% is about no effect
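Agonism is scored from calcium flux in a force-coupled, inducible HEK293 cell line expressing D2, read kinetically for 180 s after compound addition against dopamine controls.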
RXFP1 antag – antagonists of human relaxin receptor RXFP1 | Q9HBX9 | HEK293-RXFP1, relaxin-stimulated cAMP HTRF, 30 min; active compounds read low | activity change, negative = inhibition, % at 57.5 µM | 350,000 tested, 0.59% active | AID 1259400;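 active = activity change of -60% or lower, but not beyond a set lower limit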; also: % is scaled to controls: 0 for no effect and ±100 for the full control effect
TRHR enhancer – allosterically enhances the human TRH receptor | TRHR cells, fluo-8 calcium fluorescence, EC20 TRH enhancement | enhancement, % at 2 µM | AID 493056 | 360,000 tested, 0.66% active | P34981; in the data active = enhancement above about 30%; also: 0% is about no effect
Target sequence (P34981 whole entry, looked up): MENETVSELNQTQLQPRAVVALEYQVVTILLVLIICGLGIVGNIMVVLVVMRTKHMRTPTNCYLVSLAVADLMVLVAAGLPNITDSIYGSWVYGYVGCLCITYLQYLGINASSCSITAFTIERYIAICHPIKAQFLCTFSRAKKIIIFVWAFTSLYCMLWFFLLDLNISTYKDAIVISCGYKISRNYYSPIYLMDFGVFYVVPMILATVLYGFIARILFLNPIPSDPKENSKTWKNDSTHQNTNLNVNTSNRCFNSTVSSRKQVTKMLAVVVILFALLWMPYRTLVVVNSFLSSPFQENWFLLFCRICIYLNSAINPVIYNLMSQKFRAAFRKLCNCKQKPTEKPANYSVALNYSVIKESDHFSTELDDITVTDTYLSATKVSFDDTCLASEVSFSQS
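Enhancer read-out: after compound pinning and an initial kinetic agonist-mode read, an EC20 of TRH (10 nM final) was injected and fluo-8 calcium signal (Ex 480/Em 530) followed at 1 s/cycle for 100 cycles in TRHR-expressing cells.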
D2 potentiator – D2 dopamine receptor (human) potentiation. P14416. HEK293 T-REx D2, calcium flux, EC20 dopamine potentiation. potentiation, % at 10 µM. 340,000 tested, 0.34% active. AID 485347;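 active = potentiation over 3 SD above the plate norm, cut at about 30% in these data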; also: 0% is about no effect
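Tetracycline-induced Hek293 Trex D2 cells, force-coupled to calcium, loaded with no-wash calcium dye. Compound added with 180 s kinetic read for agonism, then EC20 dopamine and a further 180 s read for potentiation.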
RXFP1 agonist – activates the human relaxin receptor RXFP1; Q9HBX9; HEK293T-RXFP1 cAMP TR-FRET, 30 min; response scale: percent of porcine relaxin response, buffer zero; Potency, µM (top dose mostly 57.5 µM), for the others: at the highest dose activation, usual class: activators; 370,000 tested, 0.3% active; active = well fitted activation curve with a large enough effect; also: potency is read from the fitted curve at half-maximal effect; % is scaled to controls: 0 for no effect and ±100 for the full control effect; nearly all actives have a fitted effect of over 60% in size; many of its hits are not listed in these tables
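cAMP rise read by TR-FRET after 30 min, 37C compound exposure (up to 58 uM) in RXFP1-transfected HEK293 cells with Ro 20174 present. EC50 from Hill-equation fits, with 29 nM porcine relaxin as 100% and buffer as basal.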
An asterisk follows results filed as active; . = no result given; [ ] = remark or other dose. An excerpt; rates above refer to the full screens.

[1] Cc1ccccc1OCc1nc2c3cnn(-c4cccc(F)c4)c3ncn2n1
[2] COc1ccc(/C=C(\C#N)C(=O)NCc2cccs2)cc1OC
[3] COc1ccccc1OCC(=O)Nc1ccc2c(c1)OCCO2
[4] NS(=O)(=O)c1ccc(CCNC(=O)CNC(=O)c2ccc(Oc3ccccc3)cc2)cc1
[5] CCOc1ccccc1Nc1nnc(SCC(=O)Nc2cccc(S(=O)(=O)NC3=NCCCCC3)c2)s1
[6] COc1ccc(NC(=O)c2n[nH]c(=O)c3ccccc23)cc1S(=O)(=O)N1CCCCC1

assay / compound	1	2	3	4	5	6
RXFP1 agonist	3.7%	-0.5%	-1.5%	-3.7%	-0.1%	4.0%
D2 antag	.	-11	4	-5	-11	6
D1 PAM	3	0	-2	-6	-4	-1
D1 antagonist	6	-34*	-15	-19	9	-39*
D2 potentiator	3	-5	-9	8	-9	10
TRHR enhancer	1	26	24	26	-1	-3
RXFP1 antag	5	-19	-5	-1	-3	5
D1 ag	1	0	4	2	6	1
D2 agonist	0.1	-1.0	0.1	-0.6	-0.5	0.4

Filtered by structure, those above containing sulfur (4)
[2] COc1ccc(/C=C(\C#N)C(=O)NCc2cccs2)cc1OC
[4] NS(=O)(=O)c1ccc(CCNC(=O)CNC(=O)c2ccc(Oc3ccccc3)cc2)cc1
[5] CCOc1ccccc1Nc1nnc(SCC(=O)Nc2cccc(S(=O)(=O)NC3=NCCCCC3)c2)s1
[6] COc1ccc(NC(=O)c2n[nH]c(=O)c3ccccc23)cc1S(=O)(=O)N1CCCCC1

assay / compound	2	4	5	6
RXFP1 agonist	-0.5%	-3.7%	-0.1%	4.0%
D2 antag	-11	-5	-11	6
D1 PAM	0	-6	-4	-1
D1 antagonist	-34*	-19	9	-39*
D2 potentiator	-5	8	-9	10
TRHR enhancer	26	26	-1	-3
RXFP1 antag	-19	-1	-3	5
D1 ag	0	2	6	1
D2 agonist	-1.0	-0.6	-0.5	0.4

3 records picked at random from the list so far:
[1] Cc1ccccc1OCc1nc2c3cnn(-c4cccc(F)c4)c3ncn2n1
[2] COc1ccc(/C=C(\C#N)C(=O)NCc2cccs2)cc1OC
[5] CCOc1ccccc1Nc1nnc(SCC(=O)Nc2cccc(S(=O)(=O)NC3=NCCCCC3)c2)s1

assay / compound	1	2	5
RXFP1 agonist	3.7%	-0.5%	-0.1%
D2 antag	.	-11	-11
D1 PAM	3	0	-4
D1 antagonist	6	-34*	9
D2 potentiator	3	-5	-9
TRHR enhancer	1	26	-1
RXFP1 antag	5	-19	-3
D1 ag	1	0	6
D2 agonist	0.1	-1.0	-0.5

Later entries
[7] CSc1ncccc1C(=O)Nc1ccc(S(=O)(=O)N2CCCC2)cc1
[8] COc1ccc(OCCN2C(=O)NC(C)(c3ccc(C)cc3)C2=O)cc1 (configuration not stated)
[9] Cc1ccc(C)c(NC(=O)COC(=O)c2nc(Cl)ccc2Cl)c1
[10] O=C(NCc1ccccc1F)C1CCCN(S(=O)(=O)N2CCOCC2)C1 (configuration not stated)
[11] COC1=Cc2c(ccc3ccc(=O)oc23)OC1(C)C
[12] O=C(NCC12CC3CC(CC(C3)C1)C2)c1nc2ncccn2n1

assay / compound	7	8	9	10	11	12
RXFP1 agonist	1.5%	0.2%	3.5%	7.2%	-0.5%	0.0%
D2 antag	-7	17	7	11	8	-16
D1 PAM	-6	0	-3	-9	0	11
D1 antagonist	2	10	21	12	28	18
D2 potentiator	1	66*	-14	-4	8	-2
TRHR enhancer	-5	-4	1	0	-6	0
RXFP1 antag	1	6	-3	10	-3	-6
D1 ag	2	1	-1	0	1	4
D2 agonist	0.1	0.5	0.1	-0.3	-0.3	1.2

Filtered by structure: the entries above with a halogen
[1] Cc1ccccc1OCc1nc2c3cnn(-c4cccc(F)c4)c3ncn2n1
[9] Cc1ccc(C)c(NC(=O)COC(=O)c2nc(Cl)ccc2Cl)c1
[10] O=C(NCc1ccccc1F)C1CCCN(S(=O)(=O)N2CCOCC2)C1 (configuration not stated)

assay / compound	1	9	10
RXFP1 agonist	3.7%	3.5%	7.2%
D2 antag	.	7	11
D1 PAM	3	-3	-9
D1 antagonist	6	21	12
D2 potentiator	3	-14	-4
TRHR enhancer	1	1	0
RXFP1 antag	5	-3	10
D1 ag	1	-1	0
D2 agonist	0.1	0.1	-0.3

More records:
[13] C=CCn1c(C)nnc1SCC(=O)N1CCN(S(=O)(=O)c2ccccc2)CC1
[14] CCOC(=O)CC(c1ccc(N)cc1)n1c(C)ccc1C (configuration not stated)
[15] COc1ccc(C2/C=C\CN(C(=O)NC(C)C)CC(=O)N2Cc2ccc(F)cc2)cc1 (configuration not stated)
[16] O=C(NNC(=O)c1cc2ccccc2cc1O)c1cccs1
[17] CCOCCCNC(=O)c1c[nH]c2ccc(S(=O)(=O)Nc3cccc(Cl)c3C)cc2c1=O
[18] COc1ccc(S(=O)(=O)N2CCC(C(=O)NC3CC3)CC2)cc1

assay / compound	13	14	15	16	17	18
RXFP1 agonist	6.2%	2.5%	-0.4%	-1.1%	3.7%	1.4%
D2 antag	-2	.	-8	12	.	-2
D1 PAM	-3	1	-4	-5	0	1
D1 antagonist	4	-6	-10	4	4	15
D2 potentiator	6	15	-10	6	-4	8
TRHR enhancer	1	0	-10	-1	3	-7
RXFP1 antag	-3	-4	.	-38	0	1
D1 ag	4	0	2	2	0	0
D2 agonist	-1.7	.	-1.1	0.1	-1.2	1.7

[19] CCc1ccccc1NC(=O)CCc1c(C)nc2cc(-c3ccccc3)nn2c1C
[20] Cc1ccc(Cn2ccc(=O)c(OCc3c(Cl)cccc3Cl)c2C)cc1
[21] C=CCNC(=S)NNC(=O)c1csc(C)c1CC
[22] N#Cc1ccccc1Sc1ccccc1C(=O)NCC(c1ccco1)N1CCCC1 (configuration not stated)
[23] CCc1ccc(NC(=O)CN(c2ccc(Cl)cc2)S(=O)(=O)c2ccsc2C(=O)OC)cc1
[24] COc1ccc(-c2nc(SCC(=O)Nc3cccc(C(C)=O)c3)n[nH]2)cc1

assay / compound	19	20	21	22	23	24
RXFP1 agonist	26%	1.7%	0.5%	0.4%	0.2%	2.7%
D2 antag	.	-6	3	26	.	.
D1 PAM	-4	2	0	-4	0	-5
D1 antagonist	0	8	-16	-11	-15	6
D2 potentiator	2	-2	3	6	-11	8
TRHR enhancer	0	39*	1	-9	-2	-2
RXFP1 antag	.	-4	26	-9	-12	-14
D1 ag	5	7	0	1	8	-1
D2 agonist	.	-0.6	-0.2	0.0	.	-1.2

[25] COc1ccc(C(=O)Cc2cc(OC)c(OC)cc2[N+](=O)[O-])cc1
[26] CCCCn1c(-c2ccco2)nc2oc3ccccc3c(=O)c2c1=O
[27] COc1ccccc1NS(=O)(=O)c1cccc(NC(=O)c2[nH]c(C)c(C(C)=O)c2C)c1
[28] Cc1ccc(-n2c(=O)c3c(c4cc(C)ccc4n3C)n(CC(=O)Nc3ccc(F)cc3)c2=O)cc1
[29] Cc1ccc(-c2onc(C)c2C)cc1S(=O)(=O)NC1CCCCC1
[30] COc1ccc(CSc2nncn2N)cc1Br

assay / compound	25	26	27	28	29	30
RXFP1 agonist	2.0%	0.8%	-30%[inhibitor]	3.4%	1.2%	-0.5%
D2 antag	-7	-13	10	.	.	-7
D1 PAM	-4	2	-6	-1	-8	3
D1 antagonist	6	8	-19	4	-63*	9
D2 potentiator	5	20	-6	14	-6	-4
TRHR enhancer	-4	7	8	5	-25	2
RXFP1 antag	5	-10	-1	.	-25	-7
D1 ag	0	1	4	1	4	1
D2 agonist	0.2	1.4	0.6	-1.2	-0.1	-0.5

[31] COc1ccc(CCNCC(O)COc2cccc(C(C)=O)c2)cc1OC (configuration not stated)
[32] CC(=O)N1CCC2(CC1)CC(=O)c1cc(OCC(=O)N3CCCC3)ccc1O2
[33] CCOC(=O)c1cc(-c2ccc(F)cc2)n(CCC(=O)NC2CCC(C)CC2)c1C (configuration not stated)
[34] Cc1ccc(NC(=O)NNC(=O)c2ccccc2)cc1
[35] O=C(COc1ccc(F)cc1)Nc1ccc2c(c1)OCCO2
[36] CCOC(=O)c1c(NC(=O)c2cc(CC)on2)sc(C)c1C

assay / compound	31	32	33	34	35	36
RXFP1 agonist	-1.8%	6.3%	3.1%	6.0%	-1.4%	-0.4%
D2 antag	1	5	.	0	-17	.
D1 PAM	-1	0	0	-9	-7	0
D1 antagonist	32	-4	7	-1	-15	0
D2 potentiator	-2	.	-4	-1	-12	-2
TRHR enhancer	7	-1	-7	0	-4	4
RXFP1 antag	-8	6	-34	3	10	-3
D1 ag	0	2	3	1	1	4
D2 agonist	0.7	0.8	.	-0.9	-1.4	-0.4

[37] O=c1cc(O)c(-c2ccc(Cl)c(Cl)c2)c(Cl)[nH]1
[38] CCOc1ccc(-c2nc(-c3ccccc3)no2)cc1OCC
[39] Nc1c(C(=O)C2CC2)sc2nc(-c3cccs3)cc(C(F)(F)F)c12
[40] COc1ccc(CNC(=O)c2cc(-c3ccncc3)nc3c(C)cc(C)cc23)cc1OC
[41] CCOc1cc(CNc2cccc3[nH]c(C)nc23)ccc1OC
[42] O=P(c1ccccc1)(c1ccccc1)C(O)c1ccco1 (configuration not stated)

assay / compound	37	38	39	40	41	42
RXFP1 agonist	0.2%	0.4%	11%	2.5%	0.0%	1.7%
D2 antag	.	-13	4	-5	3	-10
D1 PAM	-6	-4	0	-9	-9	0
D1 antagonist	1	13	-6	12	-4	-5
D2 potentiator	.	3	-8	-4	-8	4
TRHR enhancer	35*	2	10	13	3	3
RXFP1 antag	0	.	-1	-7	0	5
D1 ag	1	7	173*	3	1	0
D2 agonist	.	0.9	36*	0.3	-1.1	0.0

[43] COc1ccccc1CNC(=O)C1(c2ccc(Cl)cc2)CC1
[44] COc1ccc(-c2onc(C)c2C)cc1S(=O)(=O)N1CCN(c2ccc(Cl)cc2)CC1
[45] CCCN1CCc2c(sc(NC(=O)c3ccc(S(=O)(=O)N(C)c4ccccc4)cc3)c2C(=O)NC)C1
[46] COC(=O)c1ccc(/C=C/c2ccc3cccc(OC(C)=O)c3n2)cc1
[47] CN(CC(=O)N1CCN(c2ccccc2)CC1)S(=O)(=O)c1cnc[nH]1
[48] CCOc1cccc(SCc2noc(C(=O)NCCOC)c2C(=O)O)c1
[49] CC1CCN(CC(=O)N2CC(=O)Nc3ccccc32)CC1
[50] O=C(O)Cc1nnc(-c2cc3ccccc3[nH]2)s1

assay / compound	43	44	45	46	47	48	49	50
RXFP1 agonist	2.7%	-0.2%	-0.1%	1.1%	-5.3%	0.4%	0.3%	.
D2 antag	12	.	-6	4	-2	13	6	.
D1 PAM	-7	3	2	0	-5	-4	5	9
D1 antagonist	-11	5	0	5	-3	6	-4	-37*
D2 potentiator	9	-2	-1	6	15	-8	-9	.
TRHR enhancer	0	20	0	-5	2	8	-4	1
RXFP1 antag	-9	1	-1	-7	-1	.	-2	.
D1 ag	8	0	63*	5	3	3	0	0
D2 agonist	-2.0	0.6	18	-0.6	0.6	0.7	1.6	.
